mHTT-CaM PPI inh: mHTT-calmodulin interaction abrogation; inhibition, % at 15 µM; AlphaScreen His-mHTT/GST-CaM binding, luminescence; P42858; hit rate 3.6% among 190,000;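 note: 0% = both proteins with DMSO and 100% = one protein alone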
Pf apPOL inh: Pf-apPOL DNA polymerase inhibition; inhibition, % at 10 µM; hit rate 0.25% among 210,000; Recombinant Pf-apPOL, molecular beacon fluorescence, 1.5 h; AID 1794808
* hit, by the source's call; i = inactive; . = no result given. Cut-off read from the data, not from the text of the source: active = inhibition above about 50%; inactive = the rest.

Molecule	mHTT-CaM PPI inh	Pf apPOL inh
COc1ccc(C)cc1N(CC(N)=O)S(C)(=O)=O	-0.7	-2.3
COc1ccc(C2CC(C(F)(F)F)n3ncc(C(=O)Nc4ccc(C)cc4)c3N2)cc1OC (centres undefined)	17.0	-2.8
Cc1ccc(Cl)cc1NC(=O)C1CC(=O)NC(=N)S1 (centres undefined)	-6.0	3.2
COc1ccc(-c2nnc(NC(=O)c3ccc(OC)c(OC)c3)o2)cc1	50.0*	-7.1
O=C(Nc1ccc2c(c1)OCCO2)c1c(F)c(F)c(F)c(F)c1F	-8.4	-4.4
CCN(CC)S(=O)(=O)c1ccc2oc(C(=O)Nc3ccc(OC)cc3)c(C)c2c1	-2.0	-6.6
CCCCC(=O)Nc1ccc(C(C)C)cc1	-11.6	6.1
COc1ccc2c(c1)N1CCN(c3ccccc3)CC1C(C(=O)NC1CC1)C2 (centres undefined)	40.8	-0.9
Cc1ccc(-c2nc(C3CCN(S(=O)(=O)c4c(C)cc(C)cc4C)CC3)no2)cc1	-10.4	-6.4
COc1ccc(C(=O)N2CCN(c3cc(C)ccc3C)C(=O)C2C)cc1 (centres undefined)	-2.7	-5.5
CCN(CC)CCCNC(=O)c1cn(C2CCCCC2)c(=O)c2c1c1ccccc1n2C	4.0	-3.0
O=C(CN(Cc1ccccc1Cl)S(=O)(=O)c1ccc(Cl)cc1)NC1CC1	-3.0	-1.3
C(=Nc1ccccc1-n1cccc1)c1cnc(-c2ccccc2)[nH]1	.	-2.2
CC1(C)C2CCC(C2)C1(C)NC(=O)CNCCCN1CCOCC1 (centres undefined)	-2.5	.
CCC1CO/C(=C(\C(=C(Cl)Cl)N2CCOCC2)[N+](=O)[O-])N1 (centres undefined)	-5.0	-4.5
CC(=O)CC[C@H]1CC[C@]2(CCCN(S(=O)(=O)c3ccccc3)C2)O1	-17.3	-3.9
NC(=O)CN1C(=O)C(O)(CC(=O)c2ccc3c(c2)CCCC3)c2ccccc21 (centres undefined)	7.6	-0.7
Cc1cc(C)c(OCC(O)CN2CCOCC2)c(C)c1 (centres undefined)	0.6	2.5
CC(C)n1c(C2CCN(C(=O)Cc3cccc(Cl)c3)C2)nc2ccncc21 (centres undefined)	5.9	-4.9
CC(Oc1ccccc1)C(=O)Nc1cccc([N+](=O)[O-])c1 (centres undefined)	-3.7	0.0
Cc1cc(NCC2CCCO2)n2nc(C)c(-c3ccccc3Cl)c2n1 (centres undefined)	-0.5	-3.3
CCNC(=O)c1cc(OCC)c(OCC)c(OCC)c1	-10.8	-3.1
CCOc1ccc(C2=CC(c3ccc(OC(F)F)cc3)n3nnnc3N2)cc1Cl (centres undefined)	-1.0	-0.2
Cc1csc(SCCCNC(=O)Nc2ncccn2)n1	3.7	-0.6
CCN1CCn2cc(S(=O)(=O)NCc3ccccc3F)cc2C1=O	-2.8	-0.4

Ordered by number of heavy atoms (rising): some entries from above.
Molecule	mHTT-CaM PPI inh	Pf apPOL inh
CCNC(=O)c1cc(OCC)c(OCC)c(OCC)c1	-10.8	-3.1
Cc1cc(NCC2CCCO2)n2nc(C)c(-c3ccccc3Cl)c2n1 (centres undefined)	-0.5	-3.3
COc1ccc(-c2nnc(NC(=O)c3ccc(OC)c(OC)c3)o2)cc1	50.0*	-7.1

(continued)
Molecule	mHTT-CaM PPI inh	Pf apPOL inh
COc1ccc2oc(C)c(C(=O)O)c2c1	0.0	3.1
CCCNC(=O)c1cc2n(n1)C(C(F)(F)F)CC(c1cccs1)N2 (centres undefined)	5.0	-4.7
CC(C)NC(=O)C1CCCN(c2ncccc2-c2noc(C3CCC3)n2)C1 (centres undefined)	1.4	-6.0
Nc1ccc(F)c(-n2cnnn2)c1	-0.7	.
O=C(NCC1CCCO1)c1ccc(Cn2nnc3ccccc3c2=O)cc1 (centres undefined)	9.0	-8.2
Cc1cccc(OCc2nc3ccccc3n2C)c1	-10.8	-17.3
Cc1c(C=O)c2ccccc2n1CC(=O)NCc1ccc2c(c1)OCO2	-0.6	-9.9
CN(C)c1ncccc1NC(=O)Nc1ccccc1F	18.7	-1.5
CC(C)C[C@H]1COc2cccc(N3CCN(Cc4ccccc4F)CC3)c2S(=O)(=O)N1	80.5*	-3.2
COc1ccc2c(=O)c(Oc3ccc(C(=O)NCCc4c[nH]c5ccccc45)cc3)c(C)oc2c1	3.6	-5.4
CC(C)N1Cc2cc(C(=O)NCCc3cccs3)sc2C1	3.4	-2.1
Cc1ccnc(NC(=O)CCCn2cnc(-c3ccccc3)cc2=O)c1	-18.8	-3.1
COCCNC(=O)C1CCc2sc(C(=O)N3CCCC3)cc2C1 (centres undefined)	2.3	-6.9
O=C(CSCc1ccc([N+](=O)[O-])cc1)NC1CC2CCC1C2 (centres undefined)	-6.4	-1.7
O=C(Nc1ccccc1Cl)c1cc(S(=O)(=O)NCc2ccc(F)cc2)ccc1F	-2.0	-3.6
O=C(O)CSc1cccc2cccnc12	10.6	-1.1
CCOc1cc(C(=O)Nc2c3c(nn2C(C)(C)C)CS(=O)C3)cc(OCC)c1OCC (centres undefined)	14.0	-67.9
Cc1ccc(-n2c3nc(=O)[nH]c(=O)c-3cc3cc([N+](=O)[O-])ccc32)cc1	9.0	-4.8
COC(=O)c1ccsc1NC(=O)CCS(=O)(=O)c1ccccc1	-8.1	-0.4
CC(C)c1ccc(C(=O)Nc2ccc(S(N)(=O)=O)cc2)cc1	4.5	-0.6
O=C1c2ccccc2C(=O)N1c1ncc(Cc2ccc(Br)cc2)s1	2.0	16.6
COc1ccc(/C=C2/SC(=Nc3cccc(C)c3)NC2=O)cc1OC	37.0	-5.0
CCCCNC(=O)n1c(SC)nc2ccccc21	-4.0	-5.5
COc1ccc(NC(=O)C2CCc3nc(N4CCCC4)ncc3C2)c(C)c1 (centres undefined)	0.3	-9.0
O=C(O)c1cn(-c2ccc(Cl)cc2)c(=O)c2ccccc12	-2.0	-10.6
CCC(=O)N1CCN(c2nc(C)nc(C(C)C)c2Cc2ccc(F)cc2)CC1	12.7	-7.5
Cc1cc(OCC(=O)Nc2ccc(Cl)cn2)cc(C)c1Cl	-2.0	-10.0
CCC1CCCCN1CCCNC(=O)C1CCCN(c2nc3ccccc3o2)C1 (centres undefined)	-4.0	-9.4
N#C/C(=C\c1cn(Cc2ccccc2)c2ccccc12)c1nn(-c2ccccc2)c(N)c1C#N	32.2	18.1
CC1CCN(C(=O)CSc2nc3c(c(=O)n2-c2ccc(F)cc2)SCC3)CC1	-5.0	2.7
Cc1ccc(S(=O)(=O)N2CCC(n3cnc4c(Cl)cccc4c3=O)CC2)cc1	-9.2	-0.2
Cc1ccc(C(=O)CC(=O)c2ccco2)c(O)c1	35.8	3.1
COc1cccc(-c2cc(C(F)(F)F)nc(N3CCOCC3)n2)c1	-98.0	-6.9
Cc1nn(CC#N)c(C)c1Cl	0.8	.
O=C(Nc1c(F)cccc1F)N1CC(c2nc(C3CC3)no2)C1	-19.1	-10.7
Cc1ccc(-c2nc3cc(NC(=O)c4cc([N+](=O)[O-])c(C)c([N+](=O)[O-])c4)ccc3o2)cc1	2.0	-3.6
Cc1noc(C)c1CCC(=O)N1CCCCC1c1nncn1CC1CC1 (centres undefined)	-2.5	1.1
COc1ccc(C(=O)Nc2ccccc2C(N)=O)cc1[N+](=O)[O-]	-3.4	-4.6
COCCOc1ncc(NC(=O)CSCC(=O)O)cc1C(F)(F)F	.	-7.9
O=[N+]([O-])c1cc(F)c(N2CCCC2)cc1N1CCOCC1	5.4	-5.6
COc1ccc(OCCSc2nc3ccccc3n2CCC(=O)O)cc1	4.3	-0.9
S=C1NCN(CCCCc2ccccc2)CN1	.	-13.6
COc1ccc(-c2c(C)oc3cc(O)cc(O)c3c2=O)cc1OC	6.7	-1.4
CC(C)C(=O)NCCc1csc(C2CCCN(C(=O)c3ccco3)C2)n1 (centres undefined)	1.9	-1.5
CN(Cc1ccsc1)C(=O)C1CCC1	-1.8	4.1
Cc1ccsc1C=CNC(=O)Nc1ccc(C(C)C)cc1	.	-4.4
Cn1c(/C=C/c2ccco2)nc2ccccc2c1=O	14.3	30.6
COc1cccc(CC(=O)N2CCC3(CC2)NC(=O)N(Cc2ccc(Cl)cc2)C3=O)c1	31.1	-7.3
O=C(c1ccc(Cl)cc1)N1N=C(C2CCCCC2)CC1(O)C(F)(F)F (centres undefined)	-32.0	1.0
C=CCNC(=O)c1cc(-c2ccc3c(c2)OCO3)on1	-6.0	-0.3

Continuation.
mol	mHTT-CaM PPI inh	Pf apPOL inh
COc1cc(/C=C/c2ccc3cccc(O)c3n2)cc(OC)c1OC	35.0	-0.4
Cc1cc(Nc2ccccc2Cl)nc(-c2ccccc2O)n1	-33.0	-2.7
CC(CCc1ccccc1)NC(=O)Cc1ccc(Br)cc1 (centres undefined)	-19.6	-8.3
CCOc1ccc(N2C(=O)CC(N(C)CCc3ccc(OC)c(OC)c3)C2=O)cc1 (centres undefined)	-3.0	0.9
O=[N+]([O-])c1cccc(Nc2nc(-c3ccccn3)cs2)c1	48.0	-2.8
COc1ccc(CC(=O)N2CCC(c3nc4ccncc4n3C)C2)cc1 (centres undefined)	4.6	-1.7
O=C(Nc1cccc(-c2nc3ncccc3o2)c1)c1ccccc1F	-3.0	-3.2
COCCNC1=NCCNC12CCN(S(=O)(=O)c1ccc(C(C)C)cc1)CC2	0.6	-6.9
COC(=O)C(=O)N1CCc2cc(OC)c(OC)cc2C1c1cccc(Cl)c1 (centres undefined)	12.9	-1.9
O=S(=O)(c1cc(Br)c(Cl)s1)N1C=CC(C(F)(F)F)=NCC1	.	-5.8
O=C(NC(Nc1ccccc1C(F)(F)F)C(Cl)(Cl)Cl)c1ccco1 (centres undefined)	-19.0	-1.9
Cc1cccc(-c2nc(CN3CCN(C(=O)c4ccc(F)cc4)CC3)no2)c1	34.7	4.7
N/C(=N\OC(=O)Cc1cccs1)c1ccc(Cl)cc1	i	-3.9
Fc1cccc(F)c1-c1nc(-c2ccc3nncn3c2)no1	-7.7	1.9
COC(=O)c1cc(OC)c(OC)c(OC)c1NC(=O)c1cccs1	.	-7.1
c1cc(CN2CCOCC2)cs1	0.9	-67.3
O=C(Nc1cc(F)cc(F)c1)N1CCc2nc3cc[nH]n3c(=O)c2C1	-6.1	-1.0
O=C(O)c1cc(Br)ccc1N=Cc1nc(-c2ccccc2Br)oc1O	6.0	0.7
COc1ccccc1-n1nc(C(=O)Nc2ccc(C)c(F)c2)c2ccccc2c1=O	-4.0	4.8
CC(C)Cn1c(CC2CCN(C(=O)COc3ccc(F)c(F)c3)C2)nc2cccnc21 (centres undefined)	18.1	-1.4
CCCS(=O)(=O)N1CCCC(C(=O)NC2CCCCC2C)C1 (centres undefined)	-1.0	-6.2
CC(C)NC(=O)N1CCc2[nH]cnc2C1c1ccccn1 (centres undefined)	83.5*	-10.3
Cc1ccc(C=CS(=O)(=O)N2CC(c3nc(-c4cccs4)no3)C2)cc1	-11.2	-0.5
CCCCN(C)C(=O)CNC(=O)c1nn(-c2ccc(OC)cc2OC)c(=O)c2ccccc12	15.0	-1.0
C=CCNC(=O)C(=O)Nc1ccc(OC)c(OC)c1	-3.0	-2.1
Cc1ccc(C2=NN(CCC(=O)NC(C)c3ccccc3)C(=O)CC2)cc1 (centres undefined)	11.0	-12.6
NS(=O)(=O)c1ccc(NC(=O)c2ccccc2Br)cc1	-2.2	-12.7
O=C(Cc1ccc(F)cc1F)Nc1ccccc1	-1.0	-7.4
COc1ccc(NC(=O)c2ccc(-c3csc(C)n3)cc2)cc1	-7.0	-2.8
COc1ccc(-n2nc3c(c2NC(=O)c2ccccc2OC)CS(=O)(=O)C3)cc1	1.0	-2.2
COc1ccccc1CCN1COc2ccc3c(=O)c(-c4ccccc4)coc3c2C1	-6.2	-19.5
CCSc1ccsc1C1C(C#N)=C(N)N(c2ccc([N+](=O)[O-])cc2)C2=C1C(=O)CCC2 (centres undefined)	51.0*	5.0
Cc1[nH]c(C(=O)N2CCC(CC(=O)NC3CC3)CC2)c(C)c1C	0.4	-4.5
Cc1ccc(C(=O)N2CCC(COc3ccccc3C(=O)NC3CC3)CC2)cc1	5.0	30.0
COc1ccccc1N1CCN(C(=O)Nc2ccc(C(F)(F)F)cc2)CC1	.	-1.5
COc1ccccc1CN1C(=O)CN(c2ccccc2)C(=O)C1c1ccncc1 (centres undefined)	1.8	2.4
COc1ccc(CNC(=O)CCNS(=O)(=O)c2ccc(Br)s2)cc1	-3.0	-15.4
CCCCOc1ccc(CSCCN)cc1Cl	13.7	5.1
Cc1sc(N)nc1-c1ccc(Cl)cc1	-7.1	-19.6
CCn1ccc(C(=O)N2CCCC2c2cc(C(C)C)no2)n1 (centres undefined)	-1.5	1.8

Compound profiles, as listed above.
`COc1ccc(CNC(=O)CCNS(=O)(=O)c2ccc(Br)s2)cc1` reads mHTT-CaM PPI inh = -3.0; Pf apPOL inh = -15.4
`COc1ccccc1N1CCN(C(=O)Nc2ccc(C(F)(F)F)cc2)CC1` reads mHTT-CaM PPI inh = .; Pf apPOL inh = -1.5

(continued)
mol	mHTT-CaM PPI inh	Pf apPOL inh
CCOc1ccc(C(=O)Nc2ccc(F)cc2F)cc1Br	-6.0	-6.3
CCSc1nc(C2CC2)cc(C(F)(F)F)c1C#N	-17.9	.
Cc1c(-c2ccccc2)nc2ccccc2c1C(=O)Nc1ccncc1	2.6	-2.9
CCCS(=O)(=O)N1CCCC(C(=O)N2CCN(c3ccccn3)CC2)C1 (centres undefined)	-5.0	-14.4

Not all compounds are listed; rates above refer to the full screens.
